RNase H inhibition – RNase H inhibition, HIV 1 Gag Pol polyprotein, FRET biochemical assay, screening (AID 372); one-dose inhibition, % at 10 µM; IC50 in µM for titrated hits; HIV-1 RT RNase H, FRET RNA/DNA substrate fluorescence; higher % means a stronger effect; hit rate 0.77% among 100,000; in the data active means inhibition above about 50%
Active calls of the source: *; & = joins results of further samples. A portion of the library; the hit share may differ from the screen's.

nr	compound	RNase H inhibition
1	O=C(c1ccc(I)cc1)N1CCc2ccccc21	9.0%
2	CCCCc1ccc(NC(=S)NC(=O)c2ccccc2F)cc1	25.0%
3	C#CCSc1nc2ccccc2n1C(=O)/C=C/c1cccc([N+](=O)[O-])c1	6.0%
4	O=C(O)CCCNC(=O)/C(=C\c1cccc([N+](=O)[O-])c1)NC(=O)c1ccc(Br)o1	5.0%
5	C/C(=N\NC(=O)CCc1ccccc1)c1cccc(N)c1	5.0%
6	CCOc1cc2c(c([N+](=O)[O-])c1)NC(c1cccc(Cl)c1Cl)C1CC=CC21 (centres undefined)	7.0%
7	COc1ccc(C2CC(C(F)(F)F)n3nc(C(=O)NCCc4ccccc4)c(Cl)c3N2)cc1OC (centres undefined)	19.0%
8	COc1ccc(C2C(C#N)=C(N)OC3=C2C(=O)CC(C)C3)c(OC)c1OC (centres undefined)	1.0%

More records follow:
nr	compound	RNase H inhibition
9	CCOC(=O)C1=C(C)N=c2s/c(=C\c3ccc(-c4ccc(Cl)cc4)o3)c(=O)n2C1c1ccc(C)cc1 (centres undefined)	10.0%
10	Cc1ccc(NCC(=O)N/N=C\c2cc(Br)ccc2O)cc1	17.0%
11	COc1cc(C(=O)Nc2ccccc2C(N)=O)cc(OC)c1OC	4.0%
12	COc1cc(OC)c(C=C2C(=O)NC(=S)NC2=O)cc1Br	8.0%
13	CC(C)Cc1nnc(NC(=O)Nc2ccc(Cl)c(Cl)c2)s1	3.0%
14	CC(C)N(C(=O)c1ccc(-c2nc3ccccc3s2)cc1)C(C)C	5.0%
15	COCCN1C(=O)/C(=C/c2cccc3ccccc23)SC1=S	30.0%
16	Cc1ccc(NC2=CC(c3ccc4c(c3)OCO4)N(c3ccc(C)cc3)C2=O)cc1 (centres undefined)	17.0%

(next part)
nr	compound	RNase H inhibition
17	CC(C)(C)c1nnc(NC(=O)c2ccc(Cl)cc2Cl)s1	7.0%
18	CCCc1nc(C)c(-c2ccc(OC)c(OC)c2)c(=O)[nH]1	6.0%
19	Cc1ccc(S(=O)(=O)N2CCN(C(=O)c3ccccc3)C2C(C)C)cc1 (centres undefined)	7.0%
20	CCN1C(=O)/C(=C/c2c(F)cccc2Cl)SC1=S	30.0%
21	CCOc1ccccc1C=Nc1ccc(Cl)c([N+](=O)[O-])c1	40.0%
22	COc1cc(C=NN2CCN(C3c4ccccc4-c4ccccc43)CC2)ccc1O	13.0%
23	O=C1OC(Oc2ccccc2)(c2ccccc2)c2ccccc21 (centres undefined)	11.0%
24	CCCCNCCOCCOc1ccc(Cl)cc1	28.0%

(more compounds)
nr	compound	RNase H inhibition
25	COc1cc(OC)cc(C(=O)Nc2ccc(-c3nc4ccccc4s3)c(O)c2)c1	21.0%
26	O=C(NC(=S)Nc1ccc(-c2nc3ccccc3o2)c(O)c1)c1ccc(Cl)cc1	17.0%
27	CC(=O)c1c(N2CCN(c3ccc(F)cc3)CC2)[nH]c(-c2ccccc2)nc1=S	5.0%
28	COc1cc(-c2ncnn2-c2sc3c(c2C#N)CCCC3)ccc1O	11.0%
29	CC(C)c1ccc(N2C(=O)CSC23C(=O)Nc2ccccc23)cc1 (centres undefined)	12.0%
30	O=C(N/N=C/c1ccc(O)c(O)c1)c1ccc(-c2ccccc2)cc1	48.0%
31	Cc1cc(OCC(=O)NCc2ccco2)ccc1Br	0.0%
32	CCOC(=O)c1conc1-c1ccc(N(CC)CC)cc1	24.0%

The list goes on.
nr	compound	RNase H inhibition
33	O=[N+]([O-])c1ccc(C=Nc2cccc(F)c2)cc1	15.0%
34	CCCSc1nsc(SCCC)c1C(N)=O	3.0%
35	CCOC(=O)Cc1cc(-c2ccc(Br)cc2)nc2ccc3ccccc3c12	0.0%&0.0%
36	OC(COc1ccc(Cl)cc1)Cn1c2ccccc2c2ccccc21 (centres undefined)	27.0%
37	CCC(=O)NC(c1ccc(Cl)cc1)c1c(O)ccc2ccccc12 (centres undefined)	7.0%
38	CC(=O)Nc1ccc(C(=O)N2CCCc3ccccc32)cc1	0.0%
39	O=C(COc1ccccc1)Nc1cc(Cl)ccc1Cl	16.0%
40	COc1ccccc1C(=O)Nc1ccc2nn(-c3ccc(F)cc3)nc2c1	9.0%

Next section
nr	compound	RNase H inhibition
41	Cc1ccc(/C=C2/SC(=S)N(CCCC(=O)Nc3ccc(F)cc3)C2=O)cc1	16.0%
42	O=[N+]([O-])c1ccc(C=Nc2ccc(Oc3ccccc3)cc2)s1	18.0%
43	NS(=O)(=O)c1ccc(N/C=C/C(=O)c2ccc(Cl)c(Cl)c2)cc1	7.0%
44	COc1cccc(/C=N/NC(=O)CSc2nc(C)cc(C)n2)c1OC	2.0%
45	Cc1cc(Br)ccc1OCC(=O)O/N=C(\N)c1ccncc1	13.0%
46	CCCCOC(=O)C1=C(C)N(C)C(=O)NC1c1cccc([N+](=O)[O-])c1 (centres undefined)	12.0%
47	Cc1ccc(N2CCN(C3=NC(=O)/C(=C/c4ccc(N(C)C)cc4)S3)CC2)cc1	4.0%
48	Fc1ccc(F)c(CN2CCN(c3ccccn3)CC2)c1	11.0%

In a second layout: two of the compounds above.
30: O=C(N/N=C/c1ccc(O)c(O)c1)c1ccc(-c2ccccc2)cc1
  RNase H inhibition: 48.0%
31: Cc1cc(OCC(=O)NCc2ccco2)ccc1Br
  RNase H inhibition: 0.0%

The listing continues:
nr	compound	RNase H inhibition
49	CN(C)c1ccc(/C=C2/SC(=S)N(Cc3ccco3)C2=O)cc1	4.0%
50	CCOC(=O)c1ccccc1NC(=O)CN(c1ccc(OC)c(Cl)c1)S(C)(=O)=O	22.0%
51	O=C1N=c2ccccc2=C1c1sc(=S)n(CC2CCCO2)c1O (centres undefined)	8.0%
52	COc1ccc(C(=O)N2CCN(CCCc3ccccc3)CC2)cc1	6.0%
53	O=C(c1cccc(F)c1)c1ccc2c(c1)CCCO2	12.0%
54	Cc1csc(/C(C#N)=C/c2sccc2C)n1	5.0%
55	COc1c(Cl)cc(C(=O)Nc2ccccc2C)cc1Cl	11.0%
56	Cc1cc2c(cc1C)CN(c1cccc(C(=O)NN)c1)C2	17.0%

New compounds follow.
nr	compound	RNase H inhibition
57	CCCCCCN1C(=O)C(=O)/C(=C(\O)c2ccccc2)C1c1ccccc1F (centres undefined)	0.0%
58	CCOc1cc(/C=C2\SC(=O)NC2=O)ccc1O	1.0%
59	COc1ccc(/C=C2/N=C(c3sc4ccccc4c3Cl)OC2=O)cc1OC	5.0%
60	Cc1cc(=O)[nH]c(N/N=C/c2ccc(Br)cc2)n1	9.0%
61	O=C(c1cccnc1)N1N=C(c2ccncc2)CC1(O)C(F)(F)F (centres undefined)	1.0%
62	COCCNC(=O)c1ccc(OC)c(OC)c1	10.0%
63	COc1ccc(-n2c(O)c(C=Nc3cccc(F)c3)c(=O)[nH]c2=O)cc1	2.0%
64	CCCOc1cccc(C(=O)Nc2sc(C)cc2C(=O)OC)c1	13.0%

(list continues)
nr	compound	RNase H inhibition
65	O=C(CN1C(=O)c2ccccc2C1=O)Nc1ccccc1C(=O)N1CCOCC1	1.0%
66	COc1cccc(OCCOCCOc2ccccc2Cl)c1	14.0%
67	O=C(CNC(=O)C(c1ccccc1)c1ccccc1)N/N=C/c1cn[nH]c1-c1ccccc1	4.0%
68	O=C(O)c1cccc(N2C(=O)CC(Nc3ccc(F)cc3)C2=O)c1 (centres undefined)	6.0%
69	Cc1[nH]n(-c2ccccc2)c(=O)c1/C=C1/C=Nc2ccccc21	10.0%
70	CCOC(=O)c1c(NC(=O)c2cc(-c3ccc(C)o3)nc3ccccc23)sc2c1CCCC2	0.0%
71	COc1ccc(/C=N/N(C)c2cc(C)nc(-c3ccccc3O)n2)cc1OC	18.0%
72	Cc1cc(-n2c(C)cc(/C=C3/SC(=O)NC3=O)c2C)ccc1I	30.0%

Next part
nr	compound	RNase H inhibition
73	COc1ccc(C(=O)NC(=S)Nc2cc(-c3nc4ccccc4o3)ccc2C)cc1[N+](=O)[O-]	29.0%
74	CC(C)CC(C(=O)O)N1C(=O)C2C3C=CC(C2C1=O)C1C(=O)N(C(CC(C)C)C(=O)O)C(=O)C31 (centres undefined)	9.0%
75	COc1cccc(Nc2nc(-c3cc(C)ccc3C)cs2)c1	3.0%
76	COCCOC(=O)C1=C(C)NC(C)=C(C(=O)OCCOC)C1c1cn(-c2ccccc2)nc1-c1ccc(Br)cc1	19.0%
77	O=C(N/N=C/c1cccc([N+](=O)[O-])c1)C12CC3CCC(CC(C3)C1)C2	0.0%
78	CCOC(=O)C1=C(C)N=c2s/c(=C/c3cc(Br)ccc3OC)c(=O)n2C1c1ccc(OC)c(OC)c1 (centres undefined)	13.0%
79	CCOC(=O)CN(CP(C)(=O)OC(C)C)C(=O)OCC (centres undefined)	0.0%
80	COc1ccc(OC)c(Nc2nc(-c3ccncc3)cs2)c1	5.0%

Entries above that have a nitro group on carbon:
nr	compound	RNase H inhibition
3	C#CCSc1nc2ccccc2n1C(=O)/C=C/c1cccc([N+](=O)[O-])c1	6.0%
4	O=C(O)CCCNC(=O)/C(=C\c1cccc([N+](=O)[O-])c1)NC(=O)c1ccc(Br)o1	5.0%
6	CCOc1cc2c(c([N+](=O)[O-])c1)NC(c1cccc(Cl)c1Cl)C1CC=CC21 (centres undefined)	7.0%
21	CCOc1ccccc1C=Nc1ccc(Cl)c([N+](=O)[O-])c1	40.0%
33	O=[N+]([O-])c1ccc(C=Nc2cccc(F)c2)cc1	15.0%
42	O=[N+]([O-])c1ccc(C=Nc2ccc(Oc3ccccc3)cc2)s1	18.0%
46	CCCCOC(=O)C1=C(C)N(C)C(=O)NC1c1cccc([N+](=O)[O-])c1 (centres undefined)	12.0%
73	COc1ccc(C(=O)NC(=S)Nc2cc(-c3nc4ccccc4o3)ccc2C)cc1[N+](=O)[O-]	29.0%
77	O=C(N/N=C/c1cccc([N+](=O)[O-])c1)C12CC3CCC(CC(C3)C1)C2	0.0%

Continuation.
nr	compound	RNase H inhibition
81	CN1CCN(C(=O)c2cnn3c(C(F)(F)F)cc(-c4cccs4)nc23)CC1	3.0%
82	O=C(Nc1ccc(S(=O)(=O)Nc2ncccn2)cc1)c1ccc(Cl)cc1	0.0%
83	O=C(NC(=S)Nc1ccc2oc(-c3cccc(Cl)c3Cl)nc2c1)c1ccccc1Cl	20.0%
84	CC1(c2ccccc2)CC(c2ccccc2)=CC(O)(c2ccccc2)C1C(=O)c1ccccc1 (centres undefined)	19.0%
85	CCOc1cc(/C=C2\SC(=S)N(C)C2=O)cc(Cl)c1OCCOc1ccc(Cl)c(C)c1	11.0%
86	Cc1ccccc1-c1nc(-c2cccnc2)no1	20.0%
87	O=C(O)C1C2C=CC(C2)C1C(=O)N(Cc1ccccc1)Cc1ccccc1 (centres undefined)	5.0%
88	Cc1c(C(=O)N2CCN(C)CC2)cccc1[N+](=O)[O-]	0.0%

Later entries
nr	compound	RNase H inhibition
89	N#Cc1c(/N=C/c2cc(Br)c(O)c(Br)c2)sc2c1CCCC2	17.0%
90	O=S(=O)(Nc1ccccn1)c1ccc(Br)cc1	0.0%
91	CN1CCN(C(=O)c2ccccc2NC(=O)CCCN2C(=O)c3ccccc3C2=O)CC1	3.0%
92	O=[N+]([O-])c1ccc(/C=N/Nc2ncc(-c3ccc([N+](=O)[O-])cc3)cn2)cc1	13.0%
93	COC(=O)c1ccc(-n2c(C)cc(/C=C(\C#N)C(=O)Nc3ccccc3)c2C)cc1	6.0%
94	Nc1nc(SCc2ccc([N+](=O)[O-])cc2)c2ncn(C3OC(CO)C(O)C3O)c2n1 (centres undefined)	10.0%
95	S=C(NCCN1CCOCC1)Nc1cccc(Cl)c1	0.0%
96	Cc1oc2cc(Br)c(O)c(Br)c2c1C(=O)c1ccccc1	5.0%

(list continues)
nr	compound	RNase H inhibition
97	CCOc1ccc(/C=C2\C(=O)NC(C)=C2C(=O)OC)cc1	7.0%
98	COc1ccc(C(=O)N=Nc2c(O)n(CN3CCN(C)CC3)c3ccccc23)cc1	2.0%
99	CCOc1ccccc1NC(=O)c1ccc2c(c1)C(=O)N(CC(C)C)C2=O	3.0%
100	Brc1ccc(CN2CCN(CC3CC=CCC3)CC2)cc1 (centres undefined)	4.0%
101	COc1cc(/C=N/NC(=O)CSCc2cc(C)cc(C)c2)cc(OC)c1OC	14.0%
102	CC(C)CC(NC(=O)c1ccccc1)C(=O)OCC(=O)N1c2ccccc2Sc2ccccc21 (centres undefined)	21.0%
103	CCC(=O)Nc1cccc(C(=O)OC)c1	8.0%
104	COc1ccc(-c2nc3sc(-c4ccc(OC)cc4)nc3s2)cc1	1.9µM*

The listing continues.
nr	compound	RNase H inhibition
105	O=C(Nc1ccc(Br)cc1)c1nn2c(c1Cl)NC(c1ccc(Cl)cc1)CC2C(F)(F)F (centres undefined)	12.0%
106	CN(C)S(=O)(=O)c1cc(S(=O)(=O)N(C)C)c(Cl)cc1N	5.0%
107	CN1C2C=C(N(CCc3c[nH]c4ccccc34)C(=O)c3ccc(F)cc3)CC1CC2 (centres undefined)	9.0%
108	COc1ccc(Cl)cc1/C=C1\C(=O)NC(=S)N(c2ccc(Br)cc2)C1=O	23.0%
109	Cc1ccc(-n2c(C)cc(/C=C(/C#N)C(=O)Nc3ccc(Cl)cc3)c2C)c(C)c1	12.0%
110	COc1ccc(-n2nc3cc(C)c(NC(=S)NC(=O)c4cccc(Cl)c4)cc3n2)cc1	38.0%
111	Cc1cccc(N2C(=O)/C(=C/c3ccc4c(c3)OCO4)SC2=S)c1C	9.0%
112	O=C(NCCNc1ccc(Cl)cc1[N+](=O)[O-])c1ccc(Br)o1	0.0%

Next section:
nr	compound	RNase H inhibition
113	CCOc1cccc2c1N(C(C)=O)C(C)(C)C(=S)C2=C1SC(C(=O)OC)=C(C(=O)OC)S1	25.0%
114	CC(Oc1ccc(Cl)cc1Cl)C(=O)Nc1cccc(F)c1 (centres undefined)	34.0%
115	COC(=O)C1=CN(C2CC2)C=C(C(=O)OC)C1c1cccs1	14.0%
116	O=C(NC(=S)Nc1ccccc1)c1ccccc1	8.0%
117	CCOC(=O)C1=C(C)N=c2s/c(=C\c3cccc(OCc4ccccc4)c3)c(=O)n2C1c1ccc(N(C)C)cc1 (centres undefined)	15.0%
118	O=C(N/N=C/c1cccc(OC(=O)c2cccc(Br)c2)c1)c1ccncc1	7.0%
119	COc1cccc(C(=O)NNC(=O)Nc2ccccc2)c1	0.0%
120	Cc1nc(C)c(-c2csc(Nc3ccc(N(C)C)cc3)n2)s1	14.0%
